Source: PubChem (Broad Institute)
NFkB binder: NF-kappa-B p105 (human) binding; P19838; Small molecule microarray, anti-His fluorescence binding; calls only; 1.3% of 17,000 active;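 active = spot fluorescence over background significantly raised, with a chance value under 7% in all four replicate spots of the compound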;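 note: probe protein is his-tagged human p50 processed subunit at 1 µg/ml; raw spot fluorescence signals with no normalization applied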
Target sequence (P19838 1-433 limits assumed): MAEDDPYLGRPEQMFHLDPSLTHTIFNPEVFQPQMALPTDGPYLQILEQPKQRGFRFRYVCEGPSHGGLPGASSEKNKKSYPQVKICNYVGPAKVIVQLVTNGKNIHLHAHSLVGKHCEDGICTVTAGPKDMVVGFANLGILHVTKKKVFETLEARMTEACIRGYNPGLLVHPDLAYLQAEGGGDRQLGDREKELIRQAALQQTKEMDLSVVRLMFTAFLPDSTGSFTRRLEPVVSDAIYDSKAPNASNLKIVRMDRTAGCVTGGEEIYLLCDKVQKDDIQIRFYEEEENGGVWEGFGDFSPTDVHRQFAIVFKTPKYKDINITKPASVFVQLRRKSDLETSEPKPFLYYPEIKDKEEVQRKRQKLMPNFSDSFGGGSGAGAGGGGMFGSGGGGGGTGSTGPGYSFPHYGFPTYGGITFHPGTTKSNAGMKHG
Calls only; i = inactive; + = active, no number. A portion of the library; the hit share may differ from the screen's.

A first look (two entries):
no.	compound	NFkB binder
1	C[C@@H]1CN([C@@H](C)CO)C(=O)c2cc(NC(=O)Nc3ccc4c(c3)OCO4)ccc2O[C@@H](C)CCCCO[C@@H]1CN(C)Cc1ccc(C(=O)O)cc1	i
2	C[C@H](CO)N1C[C@H](C)[C@@H](CN(C)S(=O)(=O)c2cccs2)Oc2ccc(NC(=O)NC3CCCCC3)cc2C1=O	i

Main list, from the start:
no.	compound	NFkB binder
1	C[C@@H]1CN([C@@H](C)CO)C(=O)c2cc(NC(=O)Nc3ccc4c(c3)OCO4)ccc2O[C@@H](C)CCCCO[C@@H]1CN(C)Cc1ccc(C(=O)O)cc1	i
2	C[C@H](CO)N1C[C@H](C)[C@@H](CN(C)S(=O)(=O)c2cccs2)Oc2ccc(NC(=O)NC3CCCCC3)cc2C1=O	i
3	Cn1c(SCc2nc(-c3cccs3)no2)nnc1-c1ccccc1	i
4	C[C@@H]1CN([C@@H](C)CO)C(=O)Cc2cc(NC(=O)Cc3cn(C)c4ccccc34)ccc2O[C@H]1CN(C)S(=O)(=O)c1cccs1	i
5	C[C@@H]1CN([C@@H](C)CO)C(=O)c2cc(NC(=O)Nc3ccc4c(c3)OCO4)ccc2O[C@H]1CN(C)CC1CCCCC1	+
6	CNC[C@H]1OCCCC[C@@H](C)Oc2ccc(NC(=O)Nc3ccccc3)cc2C(=O)N([C@@H](C)CO)C[C@H]1C	i
7	Cn1c(CN2CCOCC2)nnc1SCC(=O)Nc1ccccc1Br	i
8	O=C(CC1C(=O)NCCN1C(=S)Nc1ccccc1)Nc1ccc(F)cc1 (configuration not stated)	i
9	Cc1noc(C)c1NC(=O)N(C)C[C@H]1Oc2ccc(NC(=O)c3ccncc3)cc2CC(=O)N([C@H](C)CO)C[C@H]1C	i
10	CCC[C@@H]1C[C@@H](C(=O)N[C@@H]([C@H]2O[C@H](SC)[C@H](O)[C@@H](O)[C@@H]2O)[C@@H](C)O)N(C)C1	i
11	CC1(C)Oc2ccc(C#N)cc2[C@@H](OC2=CC(=O)CC2)[C@@H]1O	i
12	COc1ccccc1NC(=O)CSc1ncnc2scc(-c3ccccc3)c12	i
13	N#Cc1c(C(F)(F)F)cc(-c2ccccc2)nc1SCC(=O)Nc1ccccc1C(F)(F)F	i
14	CCOC(=O)CSc1nc(C)cc(=O)[nH]1	i
15	C[C@@H]1CCCCO[C@@H](CN(C)C(=O)C2CCCCC2)[C@H](C)CN([C@@H](C)CO)C(=O)c2cc(NC(=O)Nc3ccc(F)cc3)ccc2O1	i
16	CC(C)NC(=O)Nc1ccc2c(c1)C(=O)N([C@@H](C)CO)C[C@@H](C)[C@@H](CN(C)C(=O)CCCN(C)C)OCCCC[C@@H](C)O2	i
17	O=C(CSc1nc(Nc2ccccc2)nc(N2CCOCC2)n1)N1CCCC1	i
18	[N-]=[N+]=NCc1ccccc1C[C@]1(C(=O)NCc2ccccc2)COC(c2ccc(OCCCO)cc2)=N1	i
19	Cc1ccc(S(=O)(=O)N2CCCC(C(=O)NCc3ccccn3)C2)cc1 (configuration not stated)	i
20	O=C(CCN1C(=O)c2ccccc2C1=O)Nc1ccc(-c2nc3ccccc3[nH]2)cc1	i
21	CC(=O)[C@H]1[C@H](C#N)C[C@H]2[C@@H]3CC=C4C[C@@H](O)CC[C@]4(C)[C@H]3CC[C@@]21C	i
22	CN1CCN(C(=O)C2=C[C@@H](c3coc4ccccc4c3=O)C[C@@H](OCCCCO)O2)CC1	i
23	COc1ccc(S(=O)(=O)Nc2cccc3c2O[C@H](CN(C)Cc2ccncc2)[C@H](C)CN([C@H](C)CO)C3=O)cc1	i
24	COc1ccc(NC(=O)c2ccc(Cn3cc(Br)cn3)cc2)cc1OC	i
25	C[C@]12C[C@@H](O)[C@@H]3C[C@@]1(O[C@@H]1O[C@H](CO)[C@@H](O)[C@H](O)[C@H]1O)[C@]3(COC(=O)c1ccccc1)C(=O)O2	i
26	C[C@@H]1CCCCO[C@@H](CN(C)Cc2ccncc2)[C@@H](C)CN([C@H](C)CO)C(=O)c2cc(N(C)C)ccc2O1	i
27	C[C@H]1CN([C@@H](C)CO)C(=O)c2cccc(NS(C)(=O)=O)c2O[C@@H]1CN(C)C(=O)NC1CCCCC1	i
28	CC1(C)CC(=O)C2=C(C1)NC(SCC(=O)Nc1ccccc1)=C(C#N)C2c1ccco1 (configuration not stated)	i
29	C[C@H](CO)N1C[C@H](C)[C@@H](CN(C)Cc2ccncc2)Oc2ccc(N(C)C)cc2CC1=O	i
30	Cc1noc(C)c1S(=O)(=O)N(C)C[C@@H]1Oc2ccc(NS(=O)(=O)c3ccc(Cl)cc3)cc2C(=O)N([C@@H](C)CO)C[C@@H]1C	i

Sorted by length of the SMILES (falling): 3 of the compounds above
no.	compound	NFkB binder
1	C[C@@H]1CN([C@@H](C)CO)C(=O)c2cc(NC(=O)Nc3ccc4c(c3)OCO4)ccc2O[C@@H](C)CCCCO[C@@H]1CN(C)Cc1ccc(C(=O)O)cc1	i
10	CCC[C@@H]1C[C@@H](C(=O)N[C@@H]([C@H]2O[C@H](SC)[C@H](O)[C@@H](O)[C@@H]2O)[C@@H](C)O)N(C)C1	i
6	CNC[C@H]1OCCCC[C@@H](C)Oc2ccc(NC(=O)Nc3ccccc3)cc2C(=O)N([C@@H](C)CO)C[C@H]1C	i

Further compounds.
no.	compound	NFkB binder
31	C[C@@H]1CN([C@@H](C)CO)C(=O)c2cc(NC(=O)Cc3cn(C)c4ccccc34)ccc2O[C@@H]1CN(C)S(=O)(=O)c1cccs1	i
32	CC(C)NC(=O)Nc1ccc2c(c1)CC(=O)N([C@@H](C)CO)C[C@@H](C)[C@H](CN(C)CC1CCCCC1)O2	i
33	COC(=O)COc1ccc(NC(=O)c2ccc(NC(C)=O)cc2)cc1	i
34	C=C1C(=C/C=C2\CCC[C@]3(C)[C@@H]([C@H](C)CCCC(C)(C)O)CC[C@@H]23)C[C@@H](O)C[C@@H]1O	i
35	CCn1cc(CN(C)C(=S)Nc2sc3c(c2C(=O)OC)CCC(C)C3)c(C)n1 (configuration not stated)	i
36	COc1ccc(CN(C)C[C@H]2Oc3ccc(NS(=O)(=O)c4ccc(Cl)cc4)cc3C(=O)N([C@H](C)CO)C[C@@H]2C)cc1	i
37	Cc1ccc(S(=O)(=O)N(C)C[C@@H]2Oc3c(NC(=O)NC(C)C)cccc3C(=O)N([C@H](C)CO)C[C@@H]2C)cc1	i
38	Cc1nc(CSc2nc3sc(C)c(C)c3c(=O)n2-c2ccccc2)cs1	i
39	COc1ccc(S(=O)(=O)Nc2cccc3c2O[C@@H](CN(C)Cc2ccc(C(F)(F)F)cc2)[C@@H](C)CN([C@@H](C)CO)C3=O)cc1	i
40	OCC1CC(c2ccccc2)=NO1 (configuration not stated)	i
41	CN(C)S(=O)(=O)N1CCN(CC(=O)Nc2ccc(Br)cc2)CC1	i
42	Cc1ccc(N(Cc2ccco2)C(=O)c2cccc(S(=O)(=O)N(C)C)c2)cc1	i
43	C[C@H](CO)N1C[C@H](C)[C@@H](CN(C)C(=O)Nc2ccccc2C(F)(F)F)OCc2cn(nn2)CCCC1=O	i
44	CCC(=O)Nc1cccc(NC(=O)COc2cc(Cl)c(Cl)cc2Cl)c1	i
45	C[C@H]1CN([C@@H](C)CO)C(=O)c2cc(NS(=O)(=O)c3ccc(F)cc3)ccc2O[C@@H]1CN(C)S(=O)(=O)c1ccc(F)cc1	i
46	C[C@H]1CN([C@@H](C)CO)C(=O)c2cccc(NS(=O)(=O)c3cn(C)cn3)c2O[C@@H]1CN(C)S(=O)(=O)c1cn(C)cn1	i
47	Cc1noc(C)c1S(=O)(=O)Nc1ccc2c(c1)CC(=O)N([C@H](C)CO)C[C@H](C)[C@@H](CN(C)C(=O)Nc1ccccc1)O2	i
48	CN(CC(=O)Nc1cccnc1)S(=O)(=O)c1cc(Cl)ccc1Cl	i
49	CSc1ccccc1NC(=O)CN(C1CCCCC1)S(=O)(=O)c1ccc(F)cc1	i
50	CC1CCc2c(sc(NC(=O)Cn3nc(C(F)(F)F)c4c3CCCCC4)c2C#N)C1 (configuration not stated)	i
51	C[C@@H]1CCCCO[C@H](CN(C)C(=O)Nc2ccccc2)[C@@H](C)CN([C@H](C)CO)C(=O)c2cc(NC(=O)c3ccccc3)ccc2O1	i
52	Cc1ccc(CC(c2nc3ccccc3[nH]2)C(C)c2nc3ccccc3[nH]2)cc1 (configuration not stated)	i
53	COc1ccc(CN(C)C[C@H]2OCCCC[C@@H](C)Oc3ccc(NC(=O)Nc4c(C)noc4C)cc3C(=O)N([C@@H](C)CO)C[C@H]2C)cc1	i
54	CNC[C@H]1Oc2ccc(NC(=O)Nc3ccc4c(c3)OCO4)cc2C(=O)N([C@@H](C)CO)C[C@H]1C	i
55	C[C@@H]1CN([C@@H](C)CO)C(=O)Cc2cc(NC(=O)CCN3CCOCC3)ccc2O[C@@H]1CN(C)S(=O)(=O)c1cccs1	i
56	C[C@@H]1CN([C@@H](C)CO)C(=O)c2cccc(NC(=O)Nc3cccc4ccccc34)c2O[C@H]1CN(C)C(=O)Nc1ccc(C(F)(F)F)cc1	+
57	CC(=O)c1c(O)cc(O)cc1O	i
58	CCCCCCC(=O)OC1OC(CO)C(O)C2OCC(C(=O)O)COC12 (configuration not stated)	i
59	C[C@@H]1CCCCO[C@H](CN(C)Cc2ccncc2)[C@H](C)CN([C@@H](C)CO)C(=O)c2cc(NS(=O)(=O)c3ccc(Cl)cc3)ccc2O1	i
60	CC(C)(C)c1cc(CNCCS(=O)(=O)O)c(O)c(C(C)(C)C)c1	i

Further records:
no.	compound	NFkB binder
61	C[C@@H]1CN([C@H](C)CO)C(=O)c2cc(NC(=O)CCN3CCOCC3)ccc2O[C@H]1CN(C)C(=O)Nc1ccc(F)cc1	i
62	C[C@H]1CN([C@@H](C)CO)C(=O)Cc2cc(NC(=O)Cc3cn(C)c4ccccc34)ccc2O[C@@H]1CN(C)C(=O)NC1CCCCC1	i
63	O=S1(=O)NC(=NCCOCc2ccc(Cl)cc2)c2ccccc21	i
64	Cc1noc(C)c1S(=O)(=O)N(C)C[C@H]1OCCCC[C@H](C)Oc2ccc(NC(=O)CCCN(C)C)cc2C(=O)N([C@H](C)CO)C[C@H]1C	i
65	Cc1noc(C)c1S(=O)(=O)N(C)C[C@@H]1Oc2ccc(NS(=O)(=O)c3cccs3)cc2CC(=O)N([C@H](C)CO)C[C@@H]1C	i
66	Cc1cc(C(=O)Nc2cccc3c2O[C@H](CN(C)Cc2ccc(C(F)(F)F)cc2)[C@@H](C)CN([C@H](C)CO)C3=O)n(C)n1	i
67	COc1ccc(NC(=O)Nc2ccc3c(c2)C(=O)N([C@@H](C)CO)C[C@H](C)[C@@H](CN(C)Cc2ccncc2)OCCCC[C@H](C)O3)cc1	i
68	COc1ccc(NC(=O)Nc2ccc3c(c2)C(=O)N([C@@H](C)CO)C[C@@H](C)[C@@H](CN(C)S(=O)(=O)c2cccs2)O3)cc1	i
69	CC(=O)O[C@H]1[C@H](Oc2ccccc2COC(=O)C2(O)C=CCCC2=O)O[C@H](CO)[C@@H](O)[C@@H]1O (some centres not stated)	i
70	Cc1ccc(OCC(=O)Nc2cccc3c2C(=O)NC3=O)cc1C	i
71	CC1Cc2ccc3c(c2C(O)C1)C(=O)c1cccc(O)c1C3O (configuration not stated)	i
72	C[C@@H]1CN([C@@H](C)CO)C(=O)c2cc(NS(=O)(=O)c3ccccc3)ccc2O[C@H]1CN(C)C	i
73	COc1ccc([Si](C)(C)[C@H]2[C@H](CCn3cc(CCO)nn3)O[C@@]3(C(=O)N(C)c4ccccc43)[C@@H]2C)cc1	i
74	Cc1nc2ccc(NC(=O)Nc3ccnc4cccnc34)cc2o1	i
75	C[C@H](O)CC1=C[C@H](O)[C@@H](C)OC1=O	i
76	C[C@H](CO)N1C[C@H](C)[C@@H](CN(C)Cc2ccc(C(F)(F)F)cc2)Oc2c(NC(=O)c3ccncc3)cccc2C1=O	i
77	COc1ccc(OCc2nnc3n2N=C(c2ccc(OC)c(OC)c2)C(c2ccccc2)S3)cc1 (configuration not stated)	i
78	C[C@@H]1CCCCO[C@@H](CN(C)C(=O)CCC(F)(F)F)[C@@H](C)CN([C@H](C)CO)C(=O)c2cc(NC(=O)c3ccncc3)ccc2O1	i
79	CCc1c(C)[nH]c2c1C(=O)C(CN1CCOCC1)CC2 (configuration not stated)	i
80	C[C@H](CO)N1C[C@H](C)[C@@H](CN(C)C(=O)Nc2ccc(N3CCCCC3)cc2)OCc2cn(nn2)CCCC1=O	i
81	O=C(CN1C(=O)c2ccccc2S1(=O)=O)Nc1ccccc1Br	i
82	O=C(O)CSc1nnc(C2COc3ccccc3O2)n1-c1ccccc1 (configuration not stated)	i
83	NC(=O)c1ccc(-c2nc(-c3ccc4c(c3)OCCO4)c(-c3ccccn3)[nH]2)cc1	i
84	CN(Cc1n[nH]c(=S)n1C)S(=O)(=O)c1ccccc1	i
85	COc1ccc(NC(=O)N(C)C[C@H]2Oc3ccc(NS(=O)(=O)c4ccccc4)cc3C(=O)N([C@H](C)CO)C[C@H]2C)cc1	i
86	CCNC(=O)C1OC(n2cnc3c(N)nc(NCCc4ccc(CCC(=O)O)cc4)nc32)C(O)C1O (configuration not stated)	i
87	COc1ccc(S(=O)(=O)N(C)C[C@H]2Oc3ccc(NC(=O)Nc4ccc(C(F)(F)F)cc4)cc3C(=O)N([C@@H](C)CO)C[C@H]2C)cc1	i
88	COc1ccc(-c2cc(=O)c3ccc(OC)cc3o2)cc1	i
89	C[C@H](CO)N1C[C@H](C)[C@H](CN(C)S(=O)(=O)c2ccc(Oc3ccccc3)cc2)OCc2cn(nn2)CCCC1=O	i
90	C[C@H]1CN([C@@H](C)CO)C(=O)Cc2cc(NC(=O)Cn3cnnn3)ccc2O[C@@H]1CN(C)C(=O)NC1CCCCC1	i
91	C[C@@H]1CN([C@H](C)CO)C(=O)c2cc(NC(=O)NC3CCCCC3)ccc2O[C@H]1CN(C)Cc1ccc(C(=O)O)cc1	i

In a second layout: entries from further up
#83 NC(=O)c1ccc(-c2nc(-c3ccc4c(c3)OCCO4)c(-c3ccccn3)[nH]2)cc1
  NFkB binder = i
#84 CN(Cc1n[nH]c(=S)n1C)S(=O)(=O)c1ccccc1
  NFkB binder = i
#85 COc1ccc(NC(=O)N(C)C[C@H]2Oc3ccc(NS(=O)(=O)c4ccccc4)cc3C(=O)N([C@H](C)CO)C[C@H]2C)cc1
  NFkB binder = i
